CendR NRP1 mod: NRP-1/CendR interaction modulation; FAM-RPARPAR peptide binding to NRP-1, fluorescence polarization; inhibition, % at 25 µM; 360,000 tested, 0.85% active;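 active = inhibition or corrected inhibition above about 18%, plus a signal ratio from 0.5 to 1.5, limit read from the data, passing the limit was not always enough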; note: strong numbers were not always called active
LMPTP block: blocks human LMPTP phosphatase; inhibition, % at 20 µM; P24666; 360,000 tested, 0.22% active; recombinant LMPTP-A, OMFP fluorogenic substrate, fluorescence intensity;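 active = compounds that cut the enzyme signal by at least half of the control window in the single-dose screen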;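 note: plate controls were DMSO wells with enzyme plus substrate for no effect and substrate without enzyme for full effect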
Target sequence (P24666 whole entry, looked up): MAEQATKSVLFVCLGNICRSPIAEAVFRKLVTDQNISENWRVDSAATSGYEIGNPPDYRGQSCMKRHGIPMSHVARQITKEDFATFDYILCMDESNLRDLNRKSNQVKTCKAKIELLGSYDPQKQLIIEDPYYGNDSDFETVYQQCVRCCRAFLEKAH
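Assay system: LMPTP-A, protein tyrosine phosphatase of low molecular weight / Medium: pH 6.0 Bis-Tris buffer with DTT and Triton X-100 / Schedule: 50 min enzyme reaction at room temperature, protected from light / Measured by: endpoint fluorescence intensity from OMFP dephosphorylation / Read-out basis: % inhibition relative to no-enzyme and uninhibited control wells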
Scp1 inh: inhibitors of human Scp-1 phosphatase. Recombinant Scp1, phosphopeptide, malachite green phosphate absorbance. inhibition, % at 20 µM. 340,000 tested, 0.88% active. AID 493091;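 active = inhibition above about 50% at 20 µM, limit read from the data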;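 note: plate controls were DMSO wells with enzyme for no effect and wells lacking enzyme for full effect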
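Incubation: 45 min enzyme reaction at room temperature / System: truncated SCP-1 phosphatase (76-261aa) / Reagent: Phospho 17-mer peptide substrate / Buffer or medium: Acidic Tris acetate buffer with magnesium and detergent / Signal: absorbance at 630 nm / Doses: one concentration, 20 µM, with 1.0% DMSO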
STEP block: inhibitors of human striatal-enriched phosphatase STEP | inhibition, % at 20 µM | P54829 | AID 588621 | recombinant STEP, OMFP fluorogenic substrate, fluorescence | 360,000 tested, 0.25% active;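 active = inhibition at 20 µM, scaled per plate between control wells, above about 37%, limit read from the data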;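 note: 0% = DMSO with enzyme and substrate and 100% = substrate only without enzyme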
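Also added – OMFP at 25 µM · Test system – STEP tyrosine phosphatase · Technique – FITC-channel fluorescence of OMFP product · Schedule – 20 min at room temperature, dark · Evaluation – control-normalized % inhibition with plate pattern correction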
bovine MsrA act: activates bovine MsrA enzyme | 360,000 tested, 0.3% active | activation, % at 10.6 µM | purified bovine MsrA, absorbance read-out; in the data active = activation above about 7.5%;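 note: 0% = vehicle and 100% = reference activator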
DNMT1 block: blocks human DNA methyltransferase DNMT1. P26358. inhibition (reported as % activation of signal), % at 10 µM. 360,000 tested, 0.83% active. DNMT1 molecular beacon, Hinp1I cleavage, fluorescence. AID 588458; in the data active = inhibition above about 50%
E coli Lon inh: E. coli protease La inhibition; P0A9M0; purified E. coli Lon protease, fluorescence polarization; inhibition, % at 7.94 µM; 360,000 tested, 0.42% active; AID 602123; in the data active = inhibition above about 13%, passing the limit was not always enough;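 note: 0% = enzyme with probe and DMSO and 100% = no enzyme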
Target sequence (P0A9M0 whole entry, looked up): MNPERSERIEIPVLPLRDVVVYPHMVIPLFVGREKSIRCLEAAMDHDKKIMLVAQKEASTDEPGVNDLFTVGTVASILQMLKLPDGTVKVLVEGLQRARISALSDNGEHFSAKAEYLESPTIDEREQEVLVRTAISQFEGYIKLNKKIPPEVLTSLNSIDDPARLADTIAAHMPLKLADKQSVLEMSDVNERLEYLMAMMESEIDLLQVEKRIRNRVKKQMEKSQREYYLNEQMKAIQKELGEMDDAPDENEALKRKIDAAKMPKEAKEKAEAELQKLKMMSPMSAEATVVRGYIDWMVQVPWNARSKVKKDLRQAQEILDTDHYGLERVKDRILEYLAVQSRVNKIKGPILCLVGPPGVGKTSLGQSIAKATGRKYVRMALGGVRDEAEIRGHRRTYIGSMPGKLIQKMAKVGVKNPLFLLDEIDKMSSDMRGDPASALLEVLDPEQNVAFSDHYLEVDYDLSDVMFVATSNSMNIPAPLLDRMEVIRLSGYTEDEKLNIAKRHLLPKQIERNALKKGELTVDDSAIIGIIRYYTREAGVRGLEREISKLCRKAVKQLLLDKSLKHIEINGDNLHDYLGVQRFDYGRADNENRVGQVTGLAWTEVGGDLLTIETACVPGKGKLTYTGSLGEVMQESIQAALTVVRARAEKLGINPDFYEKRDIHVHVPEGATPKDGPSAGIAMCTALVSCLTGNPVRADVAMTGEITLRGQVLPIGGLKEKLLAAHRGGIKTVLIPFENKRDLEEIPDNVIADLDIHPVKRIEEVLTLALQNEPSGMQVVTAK
SUMO1 PPI mod: SUMO1-SIM interaction modulation; 360,000 tested, 0.33% active; inhibition, % at 20 µM; SUMO1 binding to a labelled peptide, TR-FRET, 1 h; P63165; AID 602429; in the data active = inhibition above about 37%
Target sequence (P63165 whole entry, looked up): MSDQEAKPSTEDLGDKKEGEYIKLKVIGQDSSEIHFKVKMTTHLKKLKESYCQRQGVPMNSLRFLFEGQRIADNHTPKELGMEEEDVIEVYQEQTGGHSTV
TbMetRS inhib: Trypanosoma brucei MetRS inhibition; 360,000 tested, 0.4% active; inhibition, % at 11.9 µM; AID 624268; purified T. brucei MetRS, ATP depletion, Kinase-Glo luminescence;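 active = inhibition above a per-plate cutoff of the control wells' mean inhibition plus 3 SD, cut at about 5.5% in these data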;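 note: 0% = DMSO wells median and 100% = median of wells with control inhibitor compound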
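Test system – parasite MetRS enzyme · Reagent – substrates ATP, L-methionine and bulk Escherichia coli tRNA · Doses – 11.9 µM compound single dose, 0.9% DMSO · Times – 15 min enzyme-compound preincubation, 2 h reaction, 10 min detection, 25 °C · Signal – Kinase-Glo luminescence, ATP depletion format · Controls – DMSO-only wells as low control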
MsrA inh: inhibits bovine methionine sulfoxide reductase A. purified bovine MsrA, absorbance read-out. inhibition, % at 15.5 µM. 360,000 tested, 0.75% active. AID 651718; in the data active = inhibition above about 4.5%;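 note: 0% = vehicle wells with enzyme and 100% = reference inhibitor wells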
An asterisk follows results filed as active; . = not tested or not shown.

no. | molecule | CendR NRP1 mod | LMPTP block | Scp1 inh | STEP block | bovine MsrA act
1 | CSc1ccc(CN2CCC(C)(Oc3ccc(CC#N)cc3)C2)cc1 (stereo not drawn) | -7 | -1.2 | . | 0 | 2
2 | COC(=O)C1C(c2ccccc2)C(C(=O)O)C1c1ccccc1 (stereo not drawn) | 4 | -0.1 | -1 | 2 | -3
3 | Cc1nnc(SCC(=O)Nc2cccnc2Cl)s1 | 0 | -1.5 | 3 | -1 | -4
4 | COc1ccc(CN2CCCC(C(=O)c3ccc4c(c3)OCO4)C2)c(F)c1 (stereo not drawn) | -2 | 0.9 | -3 | -2 | 0
5 | COc1ccc(C=O)c(OC)c1 | 4 | -2.2 | 2 | -2 | -2
6 | CCCc1nnc(NC(=O)CCC(=O)N2CCCCC2)s1 | 3 | -1.5 | -14 | 2 | -4
7 | COc1ccccc1-n1c(=S)[nH]c2c(sc(=S)n2-c2ccccc2C)c1=O | 1 | -0.2 | -2 | 6 | -2
8 | CCOC(=O)c1[nH]c2cc(OC)c(OC)cc2c1NC(=O)CN(C)C1CCCCC1 | -3 | 0.7 | -4 | 0 | -1
9 | C/C(Cn1cnc([N+](=O)[O-])n1)=N\NC(=O)c1cccc(F)c1 | 0 | -2.0 | -5 | -1 | -1
10 | CCO/C=C1/C(=O)N(c2ccc(OC)cc2)C(=O)c2ccccc21 | -62 | 2.9 | -8 | 6 | -2
11 | NS(=O)(=O)c1cccc(C(=O)OCC(=O)NC2CCCc3ccccc32)c1 (stereo not drawn) | 2 | 2.7 | 18 | 4 | -1
12 | Cc1ccc(C(=O)Nc2ccc3c(c2)CCC3)cc1S(=O)(=O)N1CCOCC1 | 0 | 0.8 | -7 | 5 | -2

no. | DNMT1 block | E coli Lon inh | SUMO1 PPI mod | TbMetRS inhib | MsrA inh
1 | -6 | -5 | 2 | 0.2 | -0.8
2 | 0 | 1 | 0 | -0.8 | 0.3
3 | 3 | -5 | 1 | -0.1 | -0.7
4 | -1 | 10 | 5 | -0.1 | 0.8
5 | -2 | 0 | 4 | 0.1 | -0.5
6 | 5 | -8 | 3 | -0.6 | -0.3
7 | -1 | -3 | 6 | -0.8 | 1.1
8 | -5 | 5 | 1 | -0.5 | 1.2
9 | 0 | 0 | -8 | -0.5 | -0.4
10 | -7 | -5 | -3 | -0.8 | 0.2
11 | 9 | 1 | 2 | 0.1 | -0.5
12 | 13 | -4 | 10 | -0.5 | 0.7

Additional results
no. | molecule | CendR NRP1 mod | LMPTP block | Scp1 inh | STEP block | bovine MsrA act
13 | CCCCCc1ccc(-c2cn(CN3C(=O)c4ccccc4C3=O)nn2)cc1 | -22 | -2.3 | 2 | 0 | -14
14 | CCC(C)[C@H](NC(=O)N1CC(=O)Nc2ccccc21)C(=O)Nc1nccs1 (stereo partly drawn) | 5 | -1.3 | 3 | -1 | -10
15 | Cc1oc2c(C)c3oc(=O)c(CCC(=O)NCCCN4CCOCC4)c(C)c3cc2c1C | -7 | 1.2 | 4 | -1 | -3
16 | CC(C)CC(c1nnnn1CC1CCCO1)N1CCN(c2nc3ccccc3s2)CC1 (stereo not drawn) | 6 | 1.3 | -1 | 1 | -1
17 | CC(=O)c1ccc(N(CC(=O)NC2CCCC2)C(=O)c2ccc(C)s2)cc1 | -2 | -0.7 | -6 | 2 | -2
18 | CCc1c(C)c2ccc(OCC(=O)N(C)C)c(C)c2oc1=O | 11 | -0.6 | -5 | -3 | -5
19 | Cc1ccccc1C(=O)N1CCN(c2ccc(NC(=O)c3ccco3)cc2)CC1 | -6 | 0.3 | -3 | 0 | -1
20 | COc1ccc(C(=O)N2CCN(c3ccc(NC(=O)c4ccco4)cc3)CC2)cc1 | -13 | 0.4 | -7 | 4 | -2
21 | CCC[C@H]1CN(c2ccc(Br)cc2)C(=O)[C@@H]1CC(=O)Nc1ccc(OC)cc1 | -8 | 1.3 | . | 2 | -2
22 | CC1CN=C(NC2CCCCC2C)S1 (stereo not drawn) | -6 | -0.9 | 4 | -5 | 0
23 | COc1cc(OC)c(S(=O)(=O)N2CCN(C(=O)c3ccccc3F)CC2)cc1NC(C)=O | -3 | -1.9 | -3 | -3 | -9
24 | COc1ccc(N2C(=O)CCC(C(=O)O)C2c2ccccc2OC)cc1 (stereo not drawn) | 6 | -2.3 | 2 | -4 | -3

no. | DNMT1 block | E coli Lon inh | SUMO1 PPI mod | TbMetRS inhib | MsrA inh
13 | 10 | -13 | 6 | -0.4 | -0.9
14 | -1 | 7 | -3 | -0.6 | -0.3
15 | -4 | -8 | 5 | 0.1 | 0.3
16 | -4 | 9 | 1 | -0.8 | 1.7
17 | -1 | 5 | 8 | 3.3 | 0.2
18 | 3 | -3 | -1 | 0.8 | 3.2
19 | 0 | -9 | -5 | 0.1 | 1.0
20 | 0 | -2 | -2 | -0.2 | 2.0
21 | -6 | -15 | 2 | -0.7 | -0.7
22 | 2 | -1 | -6 | -0.8 | 0.2
23 | 0 | 6 | 2 | -1.3 | -0.1
24 | -2 | -3 | -1 | -0.4 | 0.4

The listing continues:
no. | molecule | CendR NRP1 mod | LMPTP block | Scp1 inh | STEP block | bovine MsrA act
25 | COC(=O)[C@]12CCCCC=C1N(CCc1ccc(OC)c(OC)c1)C(=O)[C@H](CC(=O)N1CCN(C(=O)c3ccco3)CC1)C2 | -7 | -1.8 | . | . | .
26 | COc1ccc([C@H]2CC(=O)C=C(c3cccc(F)c3OC)C2)cc1 | 10 | -0.5 | -3 | 3 | -5
27 | CC(C)CCCC(C)NC(=O)c1cc(S(=O)(=O)N2CCCCC2)ccc1N1CCOCC1 (stereo not drawn) | -12 | 1.4 | 1 | 7 | -1
28 | Cc1ccc2ncnc(NCCCCCC(=O)O)c2c1 | -6 | -0.6 | -7 | 2 | -3
29 | COCCn1c(SCC(=O)NCc2ccc3c(c2)OCO3)nnc1-c1c[nH]c2ccccc12 | 3 | -1.2 | -7 | -3 | -1
30 | CC(=O)c1c(C)[nH]c(C(=O)Nc2cccnc2)c1C | -16 | 1.8 | -7 | 0 | -3
31 | Cc1nn(C)c(C)c1S(=O)(=O)N1CCC(C(=O)NCC2COc3ccccc3O2)CC1 (stereo not drawn) | -5 | -2.0 | 7 | 0 | -1
32 | C=CC(=O)Nc1ccc(Br)cc1 | -7 | -0.7 | -4 | 2 | -3
33 | COc1c2n(C)ccc3c-2n(c(=O)c1=O)c1ccccc31 | 2 | 0.3 | -10 | -5 | 0
34 | COC(=O)c1ccc(C2Nc3cccc4cccc(c34)N2)cc1 | 10 | 1.5 | 13 | 4 | -4
35 | O=[N+]([O-])c1ccc(S(=O)(=O)N/N=C/c2ccco2)cc1 | 2 | -0.7 | -1 | 0 | -1
36 | CCCC(=O)Nc1c2c(nn1-c1cccc(C)c1C)CS(=O)(=O)C2 | -5 | -1.6 | -7 | 1 | -1

no. | DNMT1 block | E coli Lon inh | SUMO1 PPI mod | TbMetRS inhib | MsrA inh
25 | . | . | -8 | -0.9 | 0.5
26 | 6 | 0 | -7 | -0.3 | -0.8
27 | 5 | 1 | -7 | -0.1 | 1.5
28 | 2 | 5 | 0 | 1.1 | 0.6
29 | 2 | 1 | 5 | 1.4 | -0.2
30 | -1 | 4 | -1 | 0.2 | 0.6
31 | 0 | -9 | 2 | 0.2 | 1.0
32 | -2 | -7 | 1 | 1.6 | 1.5
33 | -1 | -3 | -2 | 0.3 | -0.1
34 | -15 | 2 | -2 | -0.6 | -0.3
35 | 0 | -3 | -24 | -0.5 | 0.9
36 | 2 | 2 | 3 | -0.1 | -0.3

Six of the entries above in order of the SUMO1 PPI mod value, largest number first:
No.	Molecule	SUMO1 PPI mod
29	COCCn1c(SCC(=O)NCc2ccc3c(c2)OCO3)nnc1-c1c[nH]c2ccccc12	5
32	C=CC(=O)Nc1ccc(Br)cc1	1
30	CC(=O)c1c(C)[nH]c(C(=O)Nc2cccnc2)c1C	-1
34	COC(=O)c1ccc(C2Nc3cccc4cccc(c34)N2)cc1	-2
26	COc1ccc([C@H]2CC(=O)C=C(c3cccc(F)c3OC)C2)cc1	-7
35	O=[N+]([O-])c1ccc(S(=O)(=O)N/N=C/c2ccco2)cc1	-24

(listing goes on)
no. | molecule | CendR NRP1 mod | LMPTP block | Scp1 inh | STEP block | bovine MsrA act
37 | CN(C)C(=O)CC12CC3CC(C1)CC(CC(=O)N(C)C)(C3)C2 | 7 | -0.3 | 1 | 0 | -2
38 | CCCCn1c(N)c(N(CC(C)C)C(=O)c2ccc(S(=O)(=O)N(CC)c3ccccc3)cc2)c(=O)[nH]c1=O | 7 | 0.2 | -3 | 4 | -3
39 | COCCn1nnnc1C(c1ccc(OC)cc1)N1CCN(c2ccccc2F)CC1 (stereo not drawn) | -10 | -2.4 | -7 | 1 | -4
40 | Cc1c(OC(C)C(=O)NC2CC(C)(C)NC(C)(C)C2)ccc2c3c(c(=O)oc12)CCC3 (stereo not drawn) | 7 | 2.0 | 3 | -3 | -4
41 | Cc1cccc(NC(=S)N(C)C)c1C | -7 | -1.4 | -11 | -3 | 0
42 | CCc1nc2ccc(C(=O)N(C)CCCN(C)C)cn2c1N(C)CCCc1ccccc1 | -4 | -6.5 | . | 2 | -1
43 | CC1(c2ccccc2)NC(=O)N(CC(=O)Nc2ccc(S(=O)(=O)Nc3ncccn3)cc2)C1=O (stereo not drawn) | 4 | -0.4 | 1 | 0 | -6
44 | O=C(O)CCc1nc2cccnc2n1Cc1ccccc1 | 0 | 0.6 | -3 | -4 | -3
45 | Cc1ccnc(Nc2ccc(CCO)cc2)n1 | 16 | -3.8 | . | -4 | -2
46 | O=C(CN1C(=O)NC2(CCCC2)C1=O)Nc1ccccc1N1CCCC1 | 10 | -0.6 | 1 | -3 | 4

no. | DNMT1 block | E coli Lon inh | SUMO1 PPI mod | TbMetRS inhib | MsrA inh
37 | 1 | -1 | -1 | -0.5 | 1.7
38 | -2 | 8 | -2 | -0.4 | 0.1
39 | -3 | -5 | 0 | -0.7 | -0.1
40 | 2 | 0 | 4 | -0.2 | 3.1
41 | 3 | -15 | -3 | 0.2 | 1.0
42 | 1 | -6 | -5 | 0.8 | 0.2
43 | 0 | 11 | 3 | -0.5 | 1.1
44 | -2 | -7 | -2 | -0.2 | -0.2
45 | 6 | -5 | 8 | -0.4 | -0.4
46 | 0 | -6 | -1 | -0.2 | -0.3

Quoted from the listing.
Scp1 inh result of Cc1c(OC(C)C(=O)NC2CC(C)(C)NC(C)(C)C2)ccc2c3c(c(=O)oc12)CCC3 (stereo not drawn) reads 3
MsrA inh result of CN(C)C(=O)CC12CC3CC(C1)CC(CC(=O)N(C)C)(C3)C2 reads 1.7

Source: PubChem
